Tau fluor counter: counter-screen for tau fibril formation inhibitors; tau K18 P301L Alexa594 fluorescence, heparin fibrillization; Potency, µM (titrated, usually from 57.7 µM), for inactives: at the highest dose activity change, negative = decrease; 280,000 tested, 0.93% active; AID 1463; note: % is set by controls: 0 for no effect and ±100 for the full control effect; nearly all actives have a fitted effect of over 55% in size
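Human K18 P301L tau (15 uM unlabeled plus 0.24 uM Alexa 594-labeled, final) in 100 mM sodium acetate pH 7 was mixed with compound and 20 uM heparin and incubated 6 hr at 37 C.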
Tau ThT inhib: inhibitors of human tau fibril formation, thioflavin T binding; Potency, µM (highest dose often 57.4 µM), inactives show top-dose activity, negative = inhibition, hits mostly inhibitors; recombinant tau K18 P301L (four-repeat tau fragment), heparin-induced fibrillization, ThT fluorescence; P10636; 270,000 tested, 2.1% active; AID 1460; note: % is set by controls: 0 for no effect and ±100 for the full control effect; nearly all actives have a fitted effect of over 55% in size
Target sequence (P10636 561-689 P618L limits assumed): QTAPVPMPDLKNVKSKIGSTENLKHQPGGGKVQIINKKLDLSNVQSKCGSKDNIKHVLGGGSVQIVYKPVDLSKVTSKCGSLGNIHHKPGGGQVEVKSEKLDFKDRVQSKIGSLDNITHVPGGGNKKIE
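Heparin-induced (20 uM) aggregation of recombinant human K18 P301L tau, 15 uM unlabeled with 0.24 uM labeled, pH 7 acetate buffer, 6 hr at 37 C with compound. Fibrils quantified by 30 uM ThT fluorescence after 1 hr ambient incubation.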
RECQ1 inh: RECQ1 (human) helicase inhibition. P46063. RECQ1 DNA unwinding, red fluorescence kinetic read. 240,000 tested, 0.54% active. Potency, µM (titrated, usually from 57.3 µM), for the others: top-dose activity, negative = inhibition, actives largely listed as inhibitors;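 note: plate controls were vehicle for no effect and no enzyme for full effect; nearly all actives have a fitted effect of over 30% in size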
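RECQ1T1 50 nM; forked duplex (20 bp + 30-nt ss tails) 200 nM, ATP 2 mM final; pH 8.0, 2 mM MgCl2, 2.5 ug/ml poly(dI-dC); 15 min compound preincubation; discontinuous kinetic read over 2 h at RT.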
L3MBTL1 inh: L3MBTL1 (human) inhibition. AlphaScreen L3MBTL1–H3K9me1 peptide binding. Potency, µM (highest dose often 57.1 µM), for the others: at the top dose activity, negative = inhibition, most hits filed as inhibitors. 230,000 tested, 0.66% active; note: % is set by controls: 0 for no effect and ±100 for the full control effect; nearly all actives have a fitted effect of over 60% in size
Target sequence (Q9Y468 whole entry, looked up): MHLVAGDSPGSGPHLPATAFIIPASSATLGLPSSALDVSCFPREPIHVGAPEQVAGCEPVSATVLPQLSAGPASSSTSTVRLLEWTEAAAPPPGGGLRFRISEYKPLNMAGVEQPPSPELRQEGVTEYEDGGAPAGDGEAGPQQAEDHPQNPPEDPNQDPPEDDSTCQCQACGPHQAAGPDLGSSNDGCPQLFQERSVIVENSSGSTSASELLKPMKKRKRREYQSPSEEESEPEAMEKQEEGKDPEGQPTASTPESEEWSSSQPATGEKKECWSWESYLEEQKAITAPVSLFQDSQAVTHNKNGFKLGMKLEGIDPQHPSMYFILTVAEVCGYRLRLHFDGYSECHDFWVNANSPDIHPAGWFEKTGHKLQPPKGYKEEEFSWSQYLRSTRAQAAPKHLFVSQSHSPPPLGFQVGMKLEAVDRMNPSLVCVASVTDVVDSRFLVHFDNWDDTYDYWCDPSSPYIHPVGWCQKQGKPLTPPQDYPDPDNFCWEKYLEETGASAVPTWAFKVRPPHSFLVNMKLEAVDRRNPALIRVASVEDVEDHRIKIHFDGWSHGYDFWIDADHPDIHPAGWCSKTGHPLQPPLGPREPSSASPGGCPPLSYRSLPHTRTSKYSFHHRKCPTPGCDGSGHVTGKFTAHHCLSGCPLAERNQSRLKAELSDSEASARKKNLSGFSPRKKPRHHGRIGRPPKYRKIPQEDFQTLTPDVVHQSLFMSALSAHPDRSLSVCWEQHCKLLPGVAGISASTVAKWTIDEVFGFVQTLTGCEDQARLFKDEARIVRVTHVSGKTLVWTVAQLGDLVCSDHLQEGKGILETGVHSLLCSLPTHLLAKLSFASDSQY
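L3MBTL1 50 nM + b-AHA-H3(1-15)K9me1 75 nM, 30 min RT; compound added, 30 min RT; streptavidin donor/Ni-chelate acceptor beads 10 ug/mL each final, 30 min RT dark; AlphaScreen read.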
Tau fibril FP: inhibitors of human tau fibril formation; Potency, µM (highest dose often 57.7 µM), for the others: top-dose activity, negative = inhibition, actives largely listed as inhibitors; P10636; K18 P301L tau heparin fibrillization, Alexa594 FP, 6 h; 280,000 tested, 0.39% active; note: % is set by controls: 0 for no effect and ±100 for the full control effect; nearly all actives have a fitted effect of over 55% in size
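FP of Alexa 594-tau after heparin (20 uM) induction. Substrate: human K18 P301L, 15 uM unlabeled, 0.24 uM labeled. Buffer 100 mM sodium acetate pH 7. 6 hr, 37 C.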
TRb SRC2 PPI: disrupts binding of human TR beta to SRC2. P10828. TRbeta-SRC2 peptide binding, fluorescence polarization; receptor liganded with 1 µM T3. Potency, µM (doses to about 106 µM), for the others: top-dose activity change, negative = inhibition, usual class: inhibitors. 280,000 tested, 0.065% active. AID 1469;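 note: plate controls were bound peptide for no effect and peptide without receptor for full effect; nearly all actives have a fitted effect of over 50% in size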
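Binding of a 20-amino-acid Texas Red SRC2 peptide (20 nM) to TRb ligand-binding domain (0.6 uM) with agonist T3 at 1 uM was followed by fluorescence polarization after a 5 hr room-temperature incubation.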
HTT cytoprotect: protects HTT-Q103 PC12 cells, measured by ATP; AID 1471; 230,000 tested, 0.14% active; PC12 HTT-Q103 induced, cytoprotection, ATP luminescence, 40 h; Potency, µM (highest dose often 56.4 µM), inactives show cytoprotection (ATP increase), hits mostly activators;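 note: % of control where 0% means no effect; nearly all actives have a fitted effect of over 45% in size; toxic huntingtin expression switched on by the ecdysone agonist tebufenozide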
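Quantitative HTS on tebufenozide-induced (100 nM) PC12 cells expressing HTTQ103 exon 1–GFP; compounds tested as a concentration series; survival measured via cellular ATP.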
TR SRC2 fluor cs: counter-screen for TRb-SRC2 inhibitors: fluorescence interference; TRb/SRC2 Texas Red total fluorescence interference; Potency, µM (series often up to 106 µM), for inactives: top-dose fluorescence change, negative = quenching; 280,000 tested, 0.29% active; AID 1479; active = well fitted curve in either direction with a large enough effect; inconclusive = small, poorly fitted or top-dose-only effect; note: % is set by controls: 0 for no effect and ±100 for the full control effect
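Human TRb ligand-binding domain at 0.6 uM with 20 nM Texas Red SRC2 peptide in Tris buffer containing 1 uM T3 and 5% DMSO, incubated with compound 5 h at ambient temperature. Total fluorescence (555/632 nm) calculated as parallel + 2 × perpendicular.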
The depositor's hits bear a star; i = inactive; ? = inconclusive; nt = not tested or not shown; & = joins results of further samples; [ ] = another dose, or the depositor's remark. Unless noted, calls come from the whole dose curve; as a rule, active = well fitted curve in the direction sought with a large enough effect; inconclusive = small, poorly fitted or top-dose-only effect, or another doubt; inactive = no such curve, though single readings can be large; an effect the other way counts as inactive or inconclusive. Potency is the fitted concentration of half-maximal effect.

Start of the data: the first 2 records as a preview:
1: CCOC(=O)C(C(=O)NCC1CCCO1)C1CCCCC1 (configuration not stated)
2: COc1ccc(C(=O)Cn2c(C)nc([N+](=O)[O-])c2Br)cc1
entry no.,1,2
Tau fluor counter,-5%,-16%
Tau ThT inhib,-8%,?
RECQ1 inh,-4%,-7%
L3MBTL1 inh,-10%,4%
Tau fibril FP,-3%,-4%
TRb SRC2 PPI,-11%,1%
HTT cytoprotect,-2%[1.9 µM],?
TR SRC2 fluor cs,-2%,-4%

All compounds of this part, from the first entry:
1: CCOC(=O)C(C(=O)NCC1CCCO1)C1CCCCC1 (configuration not stated)
2: COc1ccc(C(=O)Cn2c(C)nc([N+](=O)[O-])c2Br)cc1
3: Cc1ccc2nc(Cl)c3cc(C(=O)N4CCCCC4)sc3c2c1
4: O=C(Nc1ccc(F)c(Cl)c1)c1ccc2c(Cl)c3c(nc2c1)CCCC3
5: CC1CN(S(=O)(=O)c2ccc(C(=O)Nc3nnc(-c4ccco4)o3)cc2)CC(C)O1 (configuration not stated)
6: CCCCNC(=O)NC1C(NC(=O)NCCCC)N(C)C(=O)N1C (configuration not stated)
7: O=c1c(-c2ccc(Br)cc2)coc2c(CN3CCOCC3)c(O)ccc12
8: CCCS(=O)(=O)c1nc(S(=O)(=O)c2ccc(C)cc2)c(NC(C)c2ccccc2)s1 (configuration not stated)
entry no.,1,2,3,4,5,6,7,8
Tau fluor counter,-5%,-16%,-16%,-16%,-2%,-5%,-5%,-6%
Tau ThT inhib,-8%,?,?,-5%,-5%,-9%,?,4%
RECQ1 inh,-4%,-7%,nt,nt,7%,-7%,-9%,nt
L3MBTL1 inh,-10%,4%,nt,nt,nt,-2%,10%,nt
Tau fibril FP,-3%,-4%,-3%,?,-5%,-4%,5%,-9%
TRb SRC2 PPI,-11%,1%,7%,10%,-3%,-2%,7%,2%
HTT cytoprotect,-2%[1.9 µM],?,nt,nt,-76%[inhibitor],-4%,-8%[10 µM],nt
TR SRC2 fluor cs,-2%,-4%,0%,-3%,-1%,-6%,-1%,0%

9: COCCNc1nc2c(S(=O)(=O)c3cc(C)ccc3C)nnn2c2ccccc12
10: COc1ccc(OCCC(=O)OCC(=O)NCc2ccco2)cc1
11: CN1CCN(CC(=O)Nc2nc(-c3ccccc3)cs2)CC1
12: C=C1CCN([C@H](C(=O)OCc2cccc(C)c2)C(C)C)S(=O)(=O)c2ccccc21
13: CCCNC(=O)N1[C@H](c2ccc(C)s2)[C@@H](C)C(=O)[C@@H](C)[C@@H]1c1ccc(C)s1
14: COc1ccc(-c2[nH]ncc2CNCCCSC)cc1F
15: Cc1ccc(NS(=O)(=O)c2ccc(CCC(=O)O)cc2)cc1
16: CCN(CC)C1=NS(=O)(=O)c2cc([N+](=O)[O-])ccc21
entry no.,9,10,11,12,13,14,15,16
Tau fluor counter,-17%,-8%,-4%,-15%,-3%,-14%,4%,-7%
Tau ThT inhib,-3%,?,-8%,-11%,5%,-8%,-10%,-13%
RECQ1 inh,-10%,nt,-1%,-13%,nt,9%,8%,i
L3MBTL1 inh,nt,?,-2%,nt,nt,-4%,0%,nt
Tau fibril FP,-15%,-7%,-10%,2%,0%,-4%,3%,4%
TRb SRC2 PPI,-6%,-19%,-13%,10%,5%,-3%,-3%,5%
HTT cytoprotect,-30%,12%[10 µM],-18%,34%[10 µM],nt,?,3%,-47%[inhibitor]
TR SRC2 fluor cs,-11%,-3%,-1%,-3%,2%,-3%,1%,0%

17: CCOC(=O)c1cc2c(=O)n3ccccc3nc2n(Cc2ccco2)c1=NC(=O)c1ccc(OC)cc1
18: O=C(CSc1ncccc1-c1nc2ccccc2[nH]1)Nc1ccc2c(c1)OCCO2
19: Cc1cc(C)nc(N2CCCC(C(=O)NCc3ccccc3)C2)n1 (configuration not stated)
20: COc1ccc(-c2nc3sc(CCNC(=O)c4cc(Cl)ccc4OC)c(C)n3n2)cc1
21: CCc1ccc(NC(=O)c2cc(S(=O)(=O)N3CCCC3)ccc2F)cc1
22: O=C(c1ccc2c(c1)OCO2)C1CCCN(C(=O)C2CCOCC2)C1 (configuration not stated)
23: C=CC1=C(C)C2=NC1=CC1=NC(=CC3=NC(=CC4=NC(=C2)C(C)=C4CCC(=O)O)C(CCC(=O)O)=C3C)C(C=C)=C1C.[Zn]
24: Cc1cccc(NC(=O)C(=O)NCc2ccccn2)c1
entry no.,17,18,19,20,21,22,23,24
Tau fluor counter,-7%&-11%,?,0%,-19%,-20%,-6%,14µM*[quencher],-7%
Tau ThT inhib,?,-6%,1%,?,-4%,-1%,6.3µM*,-5%
RECQ1 inh,?,-3%,-18%,nt,nt,i,13µM*,i
L3MBTL1 inh,?,-11%,12%,nt,nt,10%,nt,2%
Tau fibril FP,3%&-3%,-9%,0%,-7%,-6%,-14%,20µM*,-7%
TRb SRC2 PPI,3%&1%,15%,-25%,1%,4%,-2%,13µM*,0%
HTT cytoprotect,-8%,9%[10 µM],25%[1.9 µM],nt,nt,-27%,-35%[inhibitor][1.9 µM],5%
TR SRC2 fluor cs,-13%&1%,2%,0%,1%,0%,-7%,28µM*[fluorescent],2%

25: CCCCSC1=C(C#N)C(c2ccccc2C)C(C(=O)OCC)C(=O)N1 (configuration not stated)
26: Cc1cccc(N2CCN(S(=O)(=O)c3ccc4c(c3)CCC(=O)N4)CC2C)c1 (configuration not stated)
27: CC(C)NCC(O)Cn1c2c(c3ccccc31)CCc1c-2cnn1-c1ccccc1 (configuration not stated)
28: CC(C)(C)c1ccc(OCC(=O)Nc2ccc(-c3nc4cccnc4o3)cc2)cc1
29: CC(OC(=O)c1ccc2c(=O)n3c(nc2c1)CCCCC3)C(=O)Nc1ncc(Cl)cc1Cl (configuration not stated)
30: Cc1cc(C)cc(NC(=O)CC23CC4CC(C2)CC(n2nnc(C)n2)(C4)C3)c1
31: CNC(=O)Nc1cc(C)nn1C
32: N#Cc1cccc(NC(=O)Cn2nc(Cc3ccncc3)c3ccccc3c2=O)c1
entry no.,25,26,27,28,29,30,31,32
Tau fluor counter,-22%,7%,?,-8%,16%,-13%,-5%,-20%
Tau ThT inhib,?,-5%,16µM*,-10%,7%,-9%,-4%,-9%
RECQ1 inh,3%,-1%,-17%,i,-4%,i,-5%,nt
L3MBTL1 inh,-5%,-3%,-11%,nt,-1%,9%,nt,nt
Tau fibril FP,10%,5%,10%,1%,-5%,3%,-7%,-10%
TRb SRC2 PPI,2%,-11%,-6%,-21%,8%,12%,0%,3%
HTT cytoprotect,-27%,0%[10 µM],-91%[inhibitor][0.074 µM],-16%,-5%[10 µM],14%[10 µM],-3%,nt
TR SRC2 fluor cs,-5%,2%,-1%,2%,0%,0%,-1%,-2%

33: c1ccc(-c2ccccc2OCCOCCN2CCNCC2)cc1
34: Cc1cc(C)n2c(SCC(=O)NC3CCCCC3C)nnc2n1 (configuration not stated)
35: Oc1[nH]c2ccccc2c1N=Nc1ncnc2c1oc1ccccc12
36: COc1c(C)cc(S(=O)(=O)Nc2cccc(-c3ccc(N4CCOCC4)nn3)c2)c(C)c1C
37: COc1ccc(-n2c(SCC(=O)Nc3ccc4c(c3)OCO4)nc3ccccc3c2=O)cc1
38: CC1(C(=O)NC2CCCCC2)Cc2ccccc2C(=O)N1Cc1ccc(Cl)cc1 (configuration not stated)
39: Cc1ccccc1C(=O)c1cccn1CC(=O)NCc1ccc(Cl)cc1
40: Cc1ccc(NC2=NC(c3ccccc3)n3c(nc(C)cc3=O)N2)cc1 (configuration not stated)
entry no.,33,34,35,36,37,38,39,40
Tau fluor counter,-4%,8%,-18%,-29%,-21%,-1%,1%&3%,13%
Tau ThT inhib,-9%,10%,?,-7%,4%,0%,3%&9%,2%
RECQ1 inh,i,i,-5%,nt,-5%,nt,-1%,-4%
L3MBTL1 inh,-1%,0%,8%,nt,-5%,nt,2%,7%
Tau fibril FP,3%,0%,-2%,-1%,8%,-5%,-15%&-6%,3%
TRb SRC2 PPI,-2%,-8%,0%,4%,-4%,3%,5%&10%,-15%
HTT cytoprotect,nt,-19%,-45%[inhibitor][10 µM],nt,-11%,nt,nt,12%[10 µM]
TR SRC2 fluor cs,-7%,-1%,-3%,-2%,-5%,2%,1%&-3%,1%

41: Clc1ccc(N2N=C(c3cccs3)CC2c2ccco2)cc1 (configuration not stated)
42: CCCc1cc(C(=O)OC)c2ccccc2n1
43: Cc1cc(Cl)ccc1N(CC(=O)NCc1ccc2c(c1)OCO2)S(C)(=O)=O
44: O=C(COC(=O)c1ccc(Br)o1)NCCCc1ccccc1
45: CN(C)C(=O)c1ccc(NC(=O)Cn2nnnc2-c2ccccc2F)cc1
46: COC(=O)c1[nH]c2cc(OC)c(OC)cc2c1NC(=O)Oc1ccccc1
entry no.,41,42,43,44,45,46
Tau fluor counter,?,0%,-11%,-8%,-6%,-18%
Tau ThT inhib,?,1%,-4%,-9%,-1%,?
RECQ1 inh,-18%,2%,i,0%,nt,i
L3MBTL1 inh,134%[activator],5%,1%,1%,nt,nt
Tau fibril FP,14%,-1%,-5%,-4%,2%,-11%
TRb SRC2 PPI,-8%,-3%,7%,-17%,5%,-3%
HTT cytoprotect,24%,nt,nt,18%[10 µM],nt,31%
TR SRC2 fluor cs,-1%,1%,0%,-2%,1%,-7%

Among those listed so far, these have two or more sulfur atoms.
8: CCCS(=O)(=O)c1nc(S(=O)(=O)c2ccc(C)cc2)c(NC(C)c2ccccc2)s1 (configuration not stated)
13: CCCNC(=O)N1[C@H](c2ccc(C)s2)[C@@H](C)C(=O)[C@@H](C)[C@@H]1c1ccc(C)s1
entry no.,8,13
Tau fluor counter,-6%,-3%
Tau ThT inhib,4%,5%
RECQ1 inh,nt,nt
L3MBTL1 inh,nt,nt
Tau fibril FP,-9%,0%
TRb SRC2 PPI,2%,5%
HTT cytoprotect,nt,nt
TR SRC2 fluor cs,0%,2%

Some of the compounds tested, so the mix of outcomes need not match the whole.
